Screening results (PubChem)
BoNT-A LC inh2 = BoNT/A light chain protease inhibitors, primary screen, biochemical, flow cytometry, MLPCN library; Botulinum neurotoxin type A light chain protease (Clostridium botulinum A str. ATCC 3502); inhibition, % at 10 µM; AID 588499, 2011; 360,000 tested, 0.17% active; multiplex microsphere protease substrate cleavage; note: plate controls were buffer without enzyme for full effect and enzyme alone for no effect
SSB-PriA inh = inhibitors of Klebsiella pneumoniae PriA binding to SSB C-terminal tail, primary screen, biochemical, AlphaScreen; inhibition, % at 33 µM; AID 1272365, 2023; 430,000 tested, 0.6% active; AlphaScreen SSBct-PriA binding, biotinylated peptide; PriA–SSB C-terminal tail interaction (Klebsiella pneumoniae); in the data active = inhibition mostly above about 37%, no sharp cut-off; inactive = mostly below about 20%;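 note: plate controls were negative control peptide for no effect and reference peptide for full effect; strong numbers were not always called active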
BH1578 lux ind = inducers of Vibrio cholerae quorum light production without autoinducers, primary screen, BH1578 luxS cqsA deficient, single point; 350,000 tested, 0.16% active; V. cholerae BH1578 lux reporter, luminescence, 6 h; activation, % at 18.7 µM; in the data active = activation mostly above about 9.7%, no sharp cut-off; inconclusive = no clear call, values can overlap the other calls; inactive = mostly below about 3.7%; note: not every result past the cut was called active; inactives centre near 0; reference of the scale not given here
TcdB GH inh = TcdB glycohydrolase inhibitors, primary screen, biochemical, single point, plate reader; Toxin B (Clostridioides difficile), P18177; TcdB glycohydrolase enzymatic assay; inhibition, % at 9.99 µM; 350,000 tested, 0.24% active; AID 652162, 2013; in the data active = inhibition above about 10%
Yp Topo-I inh = Yersinia pestis topoisomerase I inhibitors, primary screen, biochemical, cleavage product accumulation, plate reader, single point; DNA topoisomerase I (Yersinia pestis CO92); Y. pestis Topo-I cleavage product accumulation; activity, % at 10 µM; 360,000 tested, 0.064% active; in the data active = activity above about 50%, passing the limit was not always enough; inconclusive = no clear call, values can overlap the other calls; note: inactives centre near 2
PfHsp40 yeast = rescue of yeast from PfHsp40 toxicity, primary screen, S. cerevisiae, ATP luminescence; growth rescue, % at 12.5 µM; S. cerevisiae expressing PfHsp40, growth rescue; 340,000 tested, 0.68% active; in the data active = growth rescue above about 28%, passing the limit was not always enough; inconclusive = no clear call, values can overlap the other calls;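 note: yeast W303a lacking pdr1 and pdr3 grown in galactose medium; growth measured after three days at 30 °C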
PrPC surface inh = inhibitors of human cell surface prion protein PrPC, primary screen, cell-based, TR-FRET | TR-FRET read-out | Major prion protein (Homo sapiens), P04156 | 370,000 tested, 0.43% active | inhibition, % at 13.8 µM; in the data active = inhibition above about 24%; note: 0% = median of the test wells and 100% = reference compound wells
3CLpro inhibitor = SARS-CoV 3CLpro protease inhibitors, primary screen, biochemical, quenched FRET; recombinant SARS-CoV 3CLpro, quenched FRET peptide cleavage; Replicase polyprotein 1ab (Severe acute respiratory syndrome coronavirus), P0C6X7; inhibition, % at 6 µM; 290,000 tested, 0.14% active; AID 1706, 2009; in the data active = inhibition above about 12%
Anthrax LF inh2 = Bacillus anthracis LF protease inhibitors, primary screen, biochemical, multiplex microsphere, MLPCN library | Lethal factor (Bacillus anthracis), P15917 | multiplex microsphere protease cleavage assay | inhibition, % at 10 µM | 360,000 tested, 0.12% active | AID 588501, 2011; note: plate controls were buffer without enzyme for full effect and enzyme alone for no effect
An asterisk follows results filed as active; i = inactive; ? = inconclusive; . = not tested or not shown; & = joins results of further samples. Cut-off read from the data, not from the text of the source, unless noted: active = inhibition above about 30%; inconclusive = no clear call, values can overlap the other calls; inactive = below that. This is a subset. The share of hits here may be higher or lower than overall.

The first four compounds (preview)
SMILES | BoNT-A LC inh2 | SSB-PriA inh | BH1578 lux ind | TcdB GH inh | Yp Topo-I inh | PfHsp40 yeast | PrPC surface inh | 3CLpro inhibitor | Anthrax LF inh2
COc1ccc(/C=C/C(=O)N2CCN(c3ccccn3)CC2)cc1OC | -0.7 | 7 | i | 3.9 | -1 | -0.3 | -3 | -1 | 14
O=C(COc1ccc(Oc2ccccc2)cc1)NC1CCS(=O)(=O)C1 (stereo not given) | 0.0 | -9&-11 | i | 1.5 | 6 | -0.5 | 1 | . | -3
CN(CC(=O)Nc1cccc(F)c1)C(=O)CCCc1cccs1 | -1.6 | 4 | -0.2 | -11 | -8 | -0.2 | 9 | -1 | 3
CC(=O)NC(C)c1cc(Cl)c2ccccc2c1O (stereo not given) | 0.0 | -3 | i | -0.7 | -5 | 0.1 | -5 | . | -7

This part in full (from the top)
SMILES | BoNT-A LC inh2 | SSB-PriA inh | BH1578 lux ind | TcdB GH inh | Yp Topo-I inh | PfHsp40 yeast | PrPC surface inh | 3CLpro inhibitor | Anthrax LF inh2
COc1ccc(/C=C/C(=O)N2CCN(c3ccccn3)CC2)cc1OC | -0.7 | 7 | i | 3.9 | -1 | -0.3 | -3 | -1 | 14
O=C(COc1ccc(Oc2ccccc2)cc1)NC1CCS(=O)(=O)C1 (stereo not given) | 0.0 | -9&-11 | i | 1.5 | 6 | -0.5 | 1 | . | -3
CN(CC(=O)Nc1cccc(F)c1)C(=O)CCCc1cccs1 | -1.6 | 4 | -0.2 | -11 | -8 | -0.2 | 9 | -1 | 3
CC(=O)NC(C)c1cc(Cl)c2ccccc2c1O (stereo not given) | 0.0 | -3 | i | -0.7 | -5 | 0.1 | -5 | . | -7
O=C(NC1CCCC1)c1sc(=S)n2c1[nH]c(=O)c1ccccc12 | -0.8 | -14 | -0.4 | . | 7 | -1.6 | -1 | 10 | 2
O=C(c1cc(S(=O)(=O)N2CCOCC2)ccc1Cl)N1CCN(c2ccccn2)CC1 | -0.2 | -8 | -3.6 | 0.7 | 9 | 0.6 | -2 | -6 | 0
N#C/C(=C\c1cccnc1)C(=O)Nc1cccc(Cl)c1 | -0.8 | 13 | i | 1.1 | -5 | 4.9 | -1 | 4 | -5
O=C(NCc1cccnc1)Nc1ccccc1C(F)(F)F | 9.1 | -17 | i | 1.0 | -2 | 0.3 | -3 | -9 | 8
CN1C(C(=O)NCc2ccccc2)CC2Cn3c(nc4cc5ccccc5cc43)C21 (stereo not given) | 0.1 | -1 | -1.1 | -1.2 | 21 | 2.6 | -17 | . | 0
CCCN(CCC)C(=O)CC(c1ccc(F)cc1)c1ccco1 (stereo not given) | 0.8 | -4 | i | . | 7 | 0.9 | 2 | 3 | -4
S=C(Nc1ccc(Cl)cc1)Nc1ccc2c(c1)OCCO2 | 0.8 | 6 | i | 0.4 | -3 | -1.4 | 10 | 0 | 10
CCOc1ccccc1N(CC)C(=O)c1cc2c(s1)-c1ccccc1S(=O)(=O)C2 | 0.6 | . | -0.3 | 1.6 | 12 | . | -12 | . | -5
CN1CCN(C(=S)NC(=O)c2cccc(S(=O)(=O)N(C)C)c2)CC1 | 0.5 | -7 | -0.3 | 1.2 | 9 | 0.8 | 1 | -2 | -1
CN1CCN(C(=S)Nc2ccc(S(N)(=O)=O)cc2)CC1 | -0.8 | -12 | -0.3 | 1.3 | -3 | 17 | 0 | -2 | -3
CC(=O)N1N=C(c2ccc(Br)cc2)OC12CCCC2 | ? | -11 | i | -0.7 | 7 | -0.2 | 4 | 1 | -6
Oc1ccc(-n2nnnc2SCc2ccccc2Br)cc1 | -1.1 | -7 | i | . | -5 | 2.7 | . | 3 | 10
CCCCCCCNC(=O)C1(CC2CC(c3cccc(Br)c3)=NO2)CCN(C(=O)c2ccccc2)CC1 (stereo not given) | 0.3 | 14 | 11 | 0.6 | 20 | 1.3 | -15 | . | 3
Cc1ccc(/C=N/Nc2ccc(C(=O)O)cc2)o1 | -0.2 | . | 1.6 | -0.6 | -1 | 1.0 | 3 | 7 | -5
Cc1ccc2c(C)c(C(=O)NCC3CCOCC3)oc2c1C | 0.0 | . | i | -0.5 | -7 | . | 2 | . | -2
CNC(=S)N(CCc1ccccc1)Cc1cc2cc(OC)c(OC)cc2[nH]c1=O | -0.6 | 8 | -0.1 | . | 8 | -0.7 | -3 | -6 | -3
CCC(C)[C@H](NC(=O)NCc1ccc(S(N)(=O)=O)cc1)C(=O)O (stereo not given in full) | -1.7 | 4 | -0.3 | 0.4 | -5 | -0.9 | 9 | 0 | -7
O=C(CSc1nnc(-c2ccccc2)n1Cc1ccccc1)N1CCCC1 | 0.1 | -18 | -0.6 | . | 8 | -0.4 | 1 | -3 | -2
COc1ccc(-c2csc(N(CCc3ccc(OC)c(OC)c3)C(=O)COc3ccccc3)n2)cc1 | ? | -12 | i | . | 35 | 4.4 | 7 | -3 | -2
CC(C)(C)OC(=O)NC1CCN(S(=O)(=O)c2ccc3c(c2)OCCO3)CC1 | -0.3 | 2 | -0.3 | 1.2 | 7 | -0.5 | -5 | 3 | -1
O=[N+]([O-])c1cccnc1Sc1ccc(Br)cc1 | ? | 48* | -0.8 | 0.3 | 4 | -0.1 | -6 | . | -3
COCCCNC(=O)CCCn1c(=O)[nH]c2ccccc2c1=O | -0.6 | -5 | -0.6 | . | -2 | -0.3 | -3 | 3 | -2
Cc1cccc(C)c1NC(=O)C1c2ccccc2OCC(=O)N1CCCN1CCOCC1 (stereo not given) | 0.0 | . | . | 0.1 | . | . | 3 | . | -6
COc1ccc(CCC(=O)Nc2ccc(S(=O)(=O)NC3=NCCCCC3)cc2)cc1 | -0.4 | . | i | 2.0 | -6 | . | 1 | . | -11
COC(=O)c1nnn(-c2nonc2N)c1CSc1nc2ccccc2o1 | -0.3 | 0 | -1.7 | . | 1 | 9.4 | 3 | -1 | 9
O=C(Cn1ccnc1)c1ccc(Cl)cc1 | 0.3 | -8 | 0.7 | 3.2 | 10 | -0.8 | 1 | 0 | 3
Cc1cccc(C)c1N(CC(=O)NCc1ccc(F)cc1)C(=O)c1csnn1 | -0.8 | -5 | 1.9 | 0.8 | 5 | -0.2 | -8 | -1 | -2
COC(=O)c1sccc1NC(=O)c1ccc(OC)cc1OC | -0.1 | 0 | -1.6 | . | -3 | 1.3 | 7 | -11 | -1
CC(C)(C)c1ccc(Oc2ccc(NC(=O)CCCC(=O)O)cn2)cc1 | . | -10 | i | -1.3 | -5 | -0.9 | 4 | -5 | .
CC(C)(C)C(=O)N1CCC2CC1c1cc(Cl)ccc12 (stereo not given) | -0.3 | -18 | -0.2 | 0.8 | 2 | -0.6 | -1 | . | -4
CCOc1ccc(N2C(=O)CC(N3CCN(c4ccc(F)cc4)CC3)C2=O)cc1 (stereo not given) | -2.5 | -16 | -0.4 | 0.9 | 5 | 0.6 | -6 | -4 | 19
Cc1ccc(C(=O)Nc2ccc(Br)c(C(F)(F)F)c2)cc1 | -1.1 | -43 | 4.3 | . | 5 | -0.4 | 1 | 9 | -1
Cc1ccc(NC(=O)Nc2cc(S(C)(=O)=O)ccc2Cl)cc1 | 0.1 | -4 | -0.4 | 2.5 | 2 | -0.8 | -8 | -1 | 1
CCOC(=O)N1CCN(C(=O)CSc2nnc(CNC(=O)c3ccccc3F)o2)CC1 | 1.6 | -2 | -0.4 | . | 3 | 0.7 | 0 | -1 | 4
CCn1c(Cn2nnc(-c3ccccc3)n2)nnc1SCC(=O)Nc1ccc(C(C)=O)cc1 | -0.2 | -4 | 0.1 | 2.3 | 10 | -0.7 | 3 | -3 | 4
CCCCNC(=O)/C(=C\c1ccc([N+](=O)[O-])o1)NC(=O)c1ccccc1 | 0.5 | -20 | i | 1.6 | 6 | -1.1 | -41 | 1 | 6
COCCCn1c(SCC(=O)Nc2ccccc2F)nnc1-c1ccoc1C | -0.9 | -3 | -0.5 | 1.2 | 5 | 0.3 | 2 | 8 | -6
CCOc1ccccc1NC(=O)C1=C(C)NC(=O)NC1c1cccs1 (stereo not given) | -0.1 | -13 | -0.5 | 2.0 | 7 | -0.9 | -3 | 7 | -12
Cc1ccc(NC(=O)Nc2ccc3c(c2)CCC3)cc1 | 0.7 | -9 | i | 0.3 | 2 | -0.3 | 1 | 3 | -2
CCOC(=O)Cc1csc(NC(=O)C2CCCCC2C(=O)O)n1 (stereo not given) | -0.1 | -14 | -1.0 | . | 4 | -0.2 | 2 | -2 | 8
CC1CN(C(=O)CCc2cc(C(C)(C)C)c(O)c(C(C)(C)C)c2)CC(C)O1 (stereo not given) | 0.8 | 1 | -3.4 | 1.8 | 14 | -1.3 | 26* | 0 | -3

Random excerpt: 2 records from the list, in no set order.
SMILES | BoNT-A LC inh2 | SSB-PriA inh | BH1578 lux ind | TcdB GH inh | Yp Topo-I inh | PfHsp40 yeast | PrPC surface inh | 3CLpro inhibitor | Anthrax LF inh2
Cc1ccc(NC(=O)Nc2ccc3c(c2)CCC3)cc1 | 0.7 | -9 | i | 0.3 | 2 | -0.3 | 1 | 3 | -2
CC(C)(C)c1ccc(Oc2ccc(NC(=O)CCCC(=O)O)cn2)cc1 | . | -10 | i | -1.3 | -5 | -0.9 | 4 | -5 | .

More entries.
SMILES | BoNT-A LC inh2 | SSB-PriA inh | BH1578 lux ind | TcdB GH inh | Yp Topo-I inh | PfHsp40 yeast | PrPC surface inh | 3CLpro inhibitor | Anthrax LF inh2
Cc1onc(C(=O)N2C(C)CCCC2C)c1[N+](=O)[O-] (stereo not given) | -0.1 | -7 | -0.2 | . | 3 | -0.7 | -5 | 0 | -1
CCCCN(Cc1ccc(C(=O)N[C@H](C(=O)O)C(C)C)cc1)C(=O)C(c1ccccc1)c1ccccc1 | 1.1 | -13 | i | -1.0 | 17 | 1.3 | 5 | . | -3
COc1ccc(NC(=O)c2cc(C)on2)cc1OC | 0.6 | -9 | 4.1 | . | 0 | -1.3 | -2 | -2 | 1
CC(C)N1CCC(N2CCN(C3CCCC3)CC2CCO)CC1 (stereo not given) | 0.5 | -1 | -1.0 | 0.8 | -1 | -0.6 | -5 | -5 | 7
O=C(COC(=O)c1cccs1)NCCC1=CCCCC1 | 0.5 | -5 | -0.5 | -0.6 | 3 | 0.1 | 8 | 0 | 2
CN(C)N=C1c2cc(S(=O)(=O)N(C)C)ccc2-c2ccc(S(=O)(=O)N(C)C)cc21 | 0.6 | 19 | -0.3 | 1.8 | 15 | -0.6 | -15 | 4 | -1
COc1nn(-c2ccccc2)c(=O)c(Cl)c1Cl | -3.8 | -3 | i | 0.2 | -1 | -0.9 | 17 | -2 | -4
Cc1nc(SCC(=O)CC(=O)OC(C)C)c(C#N)c(C)c1C | -1.5 | -28 | -0.2 | . | -1 | 1.2 | -1 | 3 | -11
CCCn1c(SCC(=O)c2ccc3c(c2)OCCO3)nc2c1c(=O)n(C)c(=O)n2C | -0.1 | 0 | i | . | 3 | -0.6 | 5 | -2 | -1
Cc1ccccc1N1CCN(S(=O)(=O)CC23CCC(CC2=O)C3(C)C)CC1 (stereo not given) | -0.9 | -10 | 0.2 | -1.3 | 1 | 1.2 | 4 | 0 | 0
CC1CCc2c(sc(NC(=O)c3ccc(N4C(=O)CCC4=O)cc3)c2C(N)=O)C1 (stereo not given) | . | -4 | -0.3 | 3.0 | 27 | 1.7 | 6 | . | .
COc1ccc(C=CC(=O)c2ccc3cc(OC)c(OC)cc3c2)cc1OC | 3.0 | . | -1.3 | -1.1 | 11 | . | 11 | . | 7
